# Bioassay records (PubChem)
# ERa SRC1 pot = enhances coactivator binding to human estrogen receptor alpha; P03372; TR-FRET ERalpha-LBD/SRC-Cy5 coactivator binding, 2 h; 100 = basal binding, no effect; coactivator binding (% of control), % at 25.6 µM; 86,000 tested, 1.3% active; in the data active = activity above about 200%;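 also: binding measured in presence of low estradiol as agonist stimulus; 0% = peptide alone without receptor and 100% = receptor with peptide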
# ERb SRC1 inh = ER-beta (human) coactivator binding inhibition | 86,000 tested, 1.3% active | TR-FRET ER-beta LBD / SRC1-Cy5 peptide binding; receptor agonist-loaded with 1 µM estradiol | inhibition, % at 25.6 µM | Q92731;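 active = compounds whose percent inhibition of the receptor-coactivator binding signal exceeds about 50% in the single-dose screen, limit read from the data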;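 also: 0% = receptor plus peptide wells without compound and 100% = peptide-only wells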
# Plk1 PBD FP = inhibitors of human Plk1 polo box domain binding. P53350. Plk1 PBD phosphopeptide binding, fluorescence polarization. inhibition, %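 (tested at about 20 µM)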. 97,000 tested, 0.13% active. AID 693; in the data active = inhibition above about 34%, passing the limit was not always enough
# Target sequence (P53350 whole entry, looked up, the tested form may be a part): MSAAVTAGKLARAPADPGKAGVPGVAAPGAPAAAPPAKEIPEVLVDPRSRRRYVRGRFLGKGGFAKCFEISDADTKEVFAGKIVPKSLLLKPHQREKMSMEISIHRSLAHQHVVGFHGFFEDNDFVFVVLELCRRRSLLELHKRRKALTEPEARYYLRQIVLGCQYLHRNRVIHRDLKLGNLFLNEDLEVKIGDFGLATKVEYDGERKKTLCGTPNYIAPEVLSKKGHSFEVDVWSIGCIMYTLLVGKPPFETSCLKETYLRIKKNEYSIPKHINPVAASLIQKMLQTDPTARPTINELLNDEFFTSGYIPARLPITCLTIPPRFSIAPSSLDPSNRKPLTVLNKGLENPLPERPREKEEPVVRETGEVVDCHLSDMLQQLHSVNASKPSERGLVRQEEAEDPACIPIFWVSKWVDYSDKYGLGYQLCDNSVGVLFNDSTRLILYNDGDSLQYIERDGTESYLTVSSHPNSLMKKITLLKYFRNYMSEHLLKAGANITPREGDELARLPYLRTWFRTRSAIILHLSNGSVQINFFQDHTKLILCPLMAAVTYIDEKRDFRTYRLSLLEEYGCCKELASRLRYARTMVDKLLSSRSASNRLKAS
# FAK blocker = FAK (human) kinase inhibition | Q05397 | biochemical FAK kinase activity assay | inhibition, %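 (tested at 7 µM)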 | 97,000 tested, 0.84% active | AID 727; in the data active = inhibition above about 19%;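 also: 0% = DMSO and 100% = reference compound high control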
# ERa SRC1 inh = ER-alpha (human) coactivator binding inhibition | P03372 | TR-FRET ER-alpha LBD / SRC-1 peptide, estradiol-bound | inhibition, % at 25.6 µM | 86,000 tested, 1.7% active | AID 629; in the data active = inhibition above about 50%;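 also: 0% = receptor plus peptide control and 100% = peptide only without receptor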
# Mac1 fbg inh = CD11b/CD18-fibrinogen binding inhibition | 93,000 tested, 0.54% active | AID 1497 | P05107+P11215 | K562 CD11b/CD18 adhesion to fibrinogen, ATPlite luminescence; Mn2+ added to activate the integrin | inhibition, % at 10 µM;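 active = primary inhibition of 50% or more at 10 µM, then 40% or more on retest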; also: some results filed as inactive read as strong as hits
# HIV Rev-RRE inh = inhibitors of HIV-1 Rev-RRE RNA interaction. 97,000 tested, 0.79% active. Rev peptide-RRE RNA binding, FRET. P05866. inhibition, % at 8 µM;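 active = inhibition above the screen-wide mean plus 3 SD, cut at about 35% in these data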;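 also: 0% = median DMSO wells and 100% = median Neomycin B control wells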
# Target sequence (P05866 whole entry, looked up): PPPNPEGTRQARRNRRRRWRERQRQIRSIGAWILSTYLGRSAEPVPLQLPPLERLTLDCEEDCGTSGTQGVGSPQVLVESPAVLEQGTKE
#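 Assay system: Labelled RRE RNA duplex and labelled Rev peptide | Times: 5 min preincubation and 15 min binding, 25 °C | Detection: FRET, ex 480 nm, em 540 and 671 nm | Evaluation: % inhibition of FRET ratio versus controls | Benchmarks: DMSO wells as 0% and neomycin B wells as 100% inhibition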
# PLK1 kinase inh = PLK1 (human) kinase inhibition. P53350. inhibition, % at 10 µM. recombinant PLK1 kinase, TR-FRET peptide phosphorylation. AID 619. 97,000 tested, 0.53% active;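 active = inhibition of 50% or more in the single-concentration screen; inactive = inhibition below 50%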;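 also: 0% = DMSO max control and 100% = H-89 dihydrochloride min control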
# CD11b adhes enh = CD11b/CD18-fibrinogen binding enhancement; K562 CD11b/CD18 adhesion to fibrinogen, ATPlite luminescence; activation, % at 10 µM; 93,000 tested, 0.07% active; AID 1499;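 active = 10 µM primary screen giving 50% or more activity, confirmed by 40% or more on retest at that dose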; also: strong numbers were not always called active
# Active calls of the source: *; . = not tested or not shown; [ ] = another dose, or the depositor's remark.
structure,ERa SRC1 pot,ERb SRC1 inh,Plk1 PBD FP,FAK blocker,ERa SRC1 inh,Mac1 fbg inh,HIV Rev-RRE inh,PLK1 kinase inh,CD11b adhes enh
O=C(NCc1ccc(Cl)cc1Cl)c1ccccn1,.,.,-5.0,-3.2,.,5.3,0.7,-14.2,2.2
COc1cc(NC(=O)c2ccco2)c(OC)cc1NC(=O)CCC(=O)Nc1cc(C)cc(C)c1,108.8[fluorescence artefact?],40.7[fluorescence artefact?],-13.5,3.1,28.8,-24.2,-3.3,-10.6,10.1
C=C(C)Cn1c(SCC#N)nc2ccccc2c1=O,95.1,2.7,12.4,1.6,4.8,-4.9,4.8,-15.6,-0.3
COC(=O)CSc1nnc(CNC(=O)c2cc(OC)c(OC)c(OC)c2)n1C,110.8,4.3,14.5,-2.2,5.3,-6.3,1.9,1.9,-6.4
O=C1C2C3C=CC(C2C(=O)N1C1CCCCC1)C1C(=O)N(C2CCCCC2)C(=O)C31 (stereo not drawn),99.2,6.2,13.1,-1.0,-0.8,2.5,7.9,4.6,-2.9
Cc1ccc(CC2CC(=O)N(c3ccncc3)C2=O)cc1 (stereo not drawn),109.4,-3.3,25.5,0.5,-0.7,-15.2,1.8,-12.3,-1.0
CCC(=O)Nc1ccc2nc(C)n(CC(=O)Nc3ccccc3)c(=O)c2c1,96.0[fluorescence artefact?],-10.9,-15.1,-4.2,-17.5,-1.3,5.5,11.1,6.6
CCOC(=O)c1cnc2ccc(C)cc2c1NCCO,94.7,-7.4,22.8,3.2,-0.6,.,-0.7,3.6,.
CC(C)CCOc1ccc(C(CC(N)=O)C(=O)O)cc1 (stereo not drawn),120.8,-1.9[fluorescence artefact?],7.6,0.0,3.6[fluorescence artefact?],-16.4,3.9,-8.7,-1.1
Cc1ccc2cccc(S(=O)(=O)Nc3ccc4c(c3)OCO4)c2n1,24.7[fluorescence artefact?],74.8*[fluorescence artefact?],-14.8,5.0,82.8*[fluorescence artefact?],-1.3,2.9,-5.5,2.8
COc1ccccc1CN(Cc1cc2cc(C)ccc2[nH]c1=O)Cc1nnnn1Cc1ccco1,100.7,7.2,-3.7,-2.0,1.4,7.3,-1.2,-10.4,-0.6
COC(=O)c1ccc(C2CC(=O)Nc3cc(OC)c(OC)cc32)cc1 (stereo not drawn),103.3,-30.6,-14.3,-0.1,-32.5,-7.3,0.2,-5.3,4.8
N#C/C(=C\c1ccc(Cl)cc1)c1nc2ncccc2[nH]1,.,.,34.1,7.7,.,.,5.9,13.8,.
Cc1ccc(S(=O)(=O)N(CC(=O)N/N=C/c2ccc(F)cc2)c2cccc3cccnc23)cc1,.,.,12.6,3.6,.,.,2.8,-1.3,.
O=C(CN(CC1CCCO1)C(=O)Cn1nnc(-c2ccc(F)cc2)n1)NC1CCCCC1 (stereo not drawn),126.4,18.3,-9.1,-2.5,-7.0,0.4,-0.2,-9.0,-1.9
COc1cc(OC)c(CN2CCCCCCC2)cc1Br,85.4,-1.1,-8.5,-0.7,0.6,5.9,-0.5,-5.8,-2.5
CN1CCN(CCCNC(=O)C2CCN(c3nnc(-n4cccc4)s3)CC2)CC1,122.5,8.8[fluorescence artefact?],-41.8,-1.5,8.3[fluorescence artefact?],.,1.1,4.2,.
CCOC(=O)C1=C(CSc2nc(CC)c(C)cc2C#N)OC(N)=C(C#N)C1c1ccccc1 (stereo not drawn),99.1,-11.6,20.7,0.5,-12.1,-1.3,17.7,-8.0,4.5
COc1ccc2[nH]c(C)c(CCN(Cc3cccs3)C(=S)Nc3ccccc3OC)c2c1,106.7,10.2,-12.8,-4.8,3.5,8.7,6.6,-3.0,-5.1
O=[N+]([O-])c1ccc2nc(-c3ccccc3)n(OCc3ccc(Cl)cc3)c2c1,.,.,-18.9,9.8,.,-21.0,5.0,-3.2,17.1
C=CCNC(=O)c1cccn1-c1ccsc1C(=O)OC,.,.,0.3,-0.7,.,.,5.8,-13.4,.
Clc1ccc(-n2nnnc2CN2CCCCC2)cc1Cl,.,.,34.2,-5.7,.,0.0,1.2,-5.7,0.1
CC(=O)Nn1c(COc2ccccc2C)nc2ccccc2c1=O,112.7,6.1[fluorescence artefact?],9.4,-0.6,-0.2,-3.8,6.3,-3.5,-2.5
COc1ccc(CCNC(=O)Cn2cnc3c(nnn3Cc3ccc(C)cc3)c2=O)cc1OC,97.9,11.6,12.2,-0.2,19.1,.,0.6,-10.2,.
Cc1ccc(S(=O)(=O)NC2=NCN(Cc3cccnc3)CN2)cc1,89.3[fluorescence artefact?],15.2,6.5,-1.8,9.7,-3.1,4.2,-12.2,-1.0
C/C(=C\c1ccccc1)CN1CCN(c2ccccc2F)CC1,113.1,-7.2,9.9,-2.0,15.9,-8.9,7.7,-11.4,-1.0
CCCOc1cc(C)c(S(=O)(=O)N2CCN(C)CC2)cc1C,86.8,-5.0,-9.7,-0.4,2.4,6.0,1.1,-5.5,-1.0
O=c1c2ccccc2nc2n1CCN2,102.5,-10.3,-8.8,0.4,17.5,-6.3,5.5,-6.0,0.4
Cc1nnc(SCC(=O)NC(C)c2ccccc2)[nH]c1=O (stereo not drawn),107.6,2.3[fluorescence artefact?],.,.,-18.3,-0.3,.,.,-3.4
CC1CC(C)CN(C(=O)c2cn(C)c3ccc(S(=O)(=O)N(C)C)cc3c2=O)C1 (stereo not drawn),125.5,-8.4,-11.0,1.1,-8.7,-13.8,-0.4,-7.0,-1.9
C=CCNC(=O)c1c(N)n(-c2cccc(S(N)(=O)=O)c2)c2nc3ccccc3nc12,90.4,9.8,-20.8,2.2,11.6,1.4,5.2,-14.1,-3.4
Cc1ccc(S(=O)(=O)N(C)c2nonc2C)cc1,121.0,-7.7,15.5,-1.3,0.5,11.5,3.0,0.8,4.1
COc1cccc(/C(O)=C2/C(=O)C(=O)N(CCCN(C)C)C2c2cccc(Cl)c2)c1 (stereo not drawn),115.4,-6.0,.,.,-7.9,-10.6,.,.,-3.9
CCOC(=O)c1c(C)[nH]c(C(=O)Nc2ccc3c(c2)OCO3)c1C,94.4,-14.7,-2.6,0.5,-39.6[fluorescence artefact?],-12.8,1.6,-7.3,0.2
O=c1c2ccccc2nc(CSc2nnnn2-c2ccccc2)n1-c1ccccc1,118.4[fluorescence artefact?],61.2*[fluorescence artefact?],.,.,70.0*[fluorescence artefact?],7.5,.,.,3.2
COCc1cc(CN2CCN(C)CC2)c(O)c2ncccc12,106.5,-3.1,-35.0,1.4,-1.9,-5.7,4.0,8.8,2.1
CCOc1c(Cl)cc(/C=N/O)cc1OC,118.7,0.2[fluorescence artefact?],-14.0,0.0,0.6[fluorescence artefact?],1.9,6.2,-7.7,-2.0
Clc1ccc(N2CCN(c3cnc4ccccc4n3)CC2)cc1,146.9,-15.8[fluorescence artefact?],-27.8,-0.6,2.6,22.7,15.2,-3.1,-0.3
O=C(CCn1nnc2ccccc21)N1CCN(c2ccccc2)CC1,113.0,-1.1,.,.,-2.9,-5.4,.,.,-1.3
CCCCc1ccc(NC(=O)c2c(C)noc2C)cc1,71.6,4.7,8.5,-1.5,12.2,-3.1,8.2,-20.9,9.5
COc1ccc2nc(N3CCCC3)[nH]c2c1,116.5[fluorescence artefact?],-7.6,32.0,-2.5,-6.5,0.4,4.1,-2.5,5.3
COC(=O)Cn1c(C)c(C#N)c2ccccc21,104.5,-7.7,-8.7,1.4,-7.8,.,5.4,-7.9,.
O=C(c1ccccc1)c1nc[nH]c1C(=O)Nc1ccccn1,113.4,-1.3,16.7,-4.6,-5.8,-19.8,-0.1,0.5,-4.5
CC(C)(C)OC(=O)N1CCN(c2ccc(NC(=O)Cn3nnc(-c4ccccc4)n3)cc2)CC1,43.9[fluorescence artefact?],50.5*,3.6,12.8,30.9[fluorescence artefact?],.,1.6,-2.2,.
COc1ccc(-c2nc(-c3ccccc3)no2)c(OC)c1,103.8,12.1[fluorescence artefact?],.,.,10.8[fluorescence artefact?],68.2,.,.,-5.0
CCc1ccc(CCC(=O)Nc2sc3c(c2C#N)CCCC3)o1,108.8,20.8,8.5,-0.3,13.8,.,-2.4,-10.0,.
CS(=O)(=O)N1CCN(c2ccc(C(=O)NC3C4CC5CC(C4)CC3C5)cc2[N+](=O)[O-])CC1 (stereo not drawn),.,.,-4.8,0.2,.,-3.7,2.2,-9.3,6.8
CCCNC(=O)NC(=O)CSc1ccc2c(c1)OCCO2,91.4,-1.0,-14.7,2.1,-2.6,-8.3,3.9,-2.3,-4.6
Cn1c(NC(=O)C2CCCO2)cc(=O)n(C)c1=O (stereo not drawn),106.3,-29.3,.,.,-28.8,-7.7,.,.,-2.0
COc1cc(/C=N/NC(N)=O)cc(Br)c1OCc1ccc(C)cc1,.,.,-1.7,-1.2,.,-4.9,6.2,-10.9,4.8
C(=C\c1cc(/C=C/c2ccccc2)ncn1)/c1ccccc1,107.1,-9.4,-14.8,0.5,-11.2,.,5.5,-9.5,.
CCOC(=O)N1CCN(c2cc(=O)n(Cc3ccc(F)cc3)c(=O)[nH]2)CC1,105.7,-26.3[fluorescence artefact?],15.2,-2.6,-24.4,.,0.6,-9.3,.
O=S(=O)(NCCc1ccccc1)c1ccc(S(=O)(=O)N2CCCCC2)cc1,135.8,-2.2,5.8,3.6,-6.7,-8.2,6.6,-14.4,-1.3
CC(C)[C@H](NC(=O)OC(C)(C)C)C(=O)N/N=C/c1cccc2nccnc12,100.7,-11.0,-10.0,0.6,2.0,0.2,0.6,-8.1,-0.6
CCCn1c(N)[n+](CC(=O)c2ccco2)c2ccccc21,93.3,-9.1,2.3,4.8,-9.8,.,3.2,-10.5,.
O=C(CCSCc1ccccc1Cl)N1CCN(c2ccccn2)CC1,98.2,34.4[fluorescence artefact?],-21.5,3.9,-16.4,9.9,10.1,-11.4,-1.6
CC(NC(=O)NCc1cccnc1)(C(F)(F)F)C(F)(F)F,103.9,-4.3[fluorescence artefact?],-0.2,-3.2,-10.3,3.8,7.6,-14.1,-2.0
CCCCCNCc1ccc(Br)cc1,.,.,-5.5,3.3,.,.,-4.0,-13.1,.
CCCC1(C(=O)O)NC(c2cccc(OC)c2O)C2C(=O)N(c3ccccc3)C(=O)C21 (stereo not drawn),100.6,-10.6,-2.7,0.4,-4.5,-19.7,3.6,-16.5,-4.1
COc1ccc(CCNC(=O)CCS(=O)(=O)c2ccc(C)cc2)cc1OC,93.8,1.8,12.9,-0.9,-3.8[fluorescence artefact?],-9.5,7.3,7.8,0.2
Oc1ccc(CN2CCN(Cc3ccccc3)CC2)c2cccnc12,86.0[fluorescence artefact?],21.1[fluorescence artefact?],-26.6,-4.5,5.0,.,5.3,20.6,.

# 3 entries already listed, arranged by number of heavy atoms, smallest number first:
structure,ERa SRC1 pot,ERb SRC1 inh,Plk1 PBD FP,FAK blocker,ERa SRC1 inh,Mac1 fbg inh,HIV Rev-RRE inh,PLK1 kinase inh,CD11b adhes enh
CCCNC(=O)NC(=O)CSc1ccc2c(c1)OCCO2,91.4,-1.0,-14.7,2.1,-2.6,-8.3,3.9,-2.3,-4.6
O=C(CCSCc1ccccc1Cl)N1CCN(c2ccccn2)CC1,98.2,34.4[fluorescence artefact?],-21.5,3.9,-16.4,9.9,10.1,-11.4,-1.6
COc1ccc(CCNC(=O)CCS(=O)(=O)c2ccc(C)cc2)cc1OC,93.8,1.8,12.9,-0.9,-3.8[fluorescence artefact?],-9.5,7.3,7.8,0.2
